# High-throughput results as filed in PubChem.
# Wnt bcat act: Wnt/beta-catenin pathway activators, primary screen, cell-based, plate reader, single point | AID 743398, 2014 | 300,000 tested, 1.2% active | Wnt/beta-catenin reporter cell assay, activator | activation, % at 9.35 µM; in the data active means activation above about 30%, passing the limit was not always enough;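 further: 0% = neutral control wells and 100% = positive control wells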
# phage Ecoli inh: growth loss of phage-infected E. coli, primary screen, RecBCD inhibitor project, absorbance, with phage, HTS; 360,000 tested, 0.26% active; inhibition, % at 11.9 µM; in the data active means inhibition above about 11%
# Active calls of the source: *. The list is partial. The share of hits here may be higher or lower than overall.
SMILES,Wnt bcat act,phage Ecoli inh
CCOC(=O)c1sc(NC(=O)c2cncc(Br)c2)nc1C,22,0.1
COc1cc2oc(=O)cc(CN3CCCC3)c2cc1Cl,-1,1.9
CCN(CC)CCN(Cc1cc2cc3c(cc2[nH]c1=O)OCCO3)C(=S)NCCOC,-3,3.2
CCc1nc2ccc(C(=O)NCCOc3ccc(OC)cc3)cn2c1N(C)Cc1nccn1C,-2,1.6
Cc1ccc(S(=O)(=O)N2CCCC(C(=O)NCCc3ccc(Cl)cc3)C2)cc1 (stereo not drawn),-2,3.4
COc1ccc(OC)c(NS(=O)(=O)c2ccc(-n3cccn3)cc2)c1,8,0.0
COc1cccc(Nc2nc(C(N)c3ccccc3)cs2)n1 (stereo not drawn),5,-4.1
CCc1c(-c2ccc(F)cc2F)ncn1CCc1ccccc1OC,-1,1.5
OC(c1cccc(Cl)c1)c1nc(-c2ccc3c(c2)OCO3)cs1 (stereo not drawn),9,4.2
C[C@@H]1CN([C@@H](C)CO)S(=O)(=O)c2ccc(Br)cc2O[C@H]1CN(C)C(=O)C1CCC1,-2,3.7
Cc1ccc(C)c(C(Nc2ccccc2)c2ccc3ccc(C)nc3c2O)c1 (stereo not drawn),10,5.7
CCOC(=O)c1ccc(NC(=O)[C@@H]2CCC(=O)N2C2OC(=O)c3c2ccc(OC)c3OC)cc1 (stereo partly drawn),-2,2.9
COc1ccccc1CNC(=O)C[C@H]1CC[C@@H]2[C@H](COC[C@H](O)CN2Cc2ccc3c(c2)OCO3)O1,-3,2.7
CC1(C(=O)Nc2ccc3c(c2)OCO3)CCN1C(=O)Cc1cccc2ccccc12 (stereo not drawn),-2,0.4
CC1(C(=O)NS(=O)(=O)c2ccc(F)cc2F)CCN1C(=O)c1ccc(C2CCCCC2)cc1 (stereo not drawn),2,2.7
CCc1nc2c(OCc3ccccc3C)cccn2c1N(C)C(=O)C(C)C,-2,0.3
O=C(NC1CC1)c1cccc2c1C(=O)c1ccc(N3CCC(N4CCCCC4)CC3)cc1S2(=O)=O,-1,0.7
C[C@H]1CN(C(=O)OC(C)(C)C)CCN1c1ccc(N2CC[C@@H](O)C2)c(C#N)c1,4,2.1
CC1(C(=O)NS(=O)(=O)c2cccc(C#N)c2)CCN1C(=O)C1(c2ccccc2)CC1 (stereo not drawn),0,0.5
O=C(OC1CC2CC1[C@H]1CCCCN1C2=O)N1CCOCC1 (stereo partly drawn),1,0.9
CC(C)Nc1ncnc2c1ncn2[C@H]1CN(Cc2ccc(Cl)cc2)C[C@@H](CO)O1,-2,0.0
O=S(CC(O)c1ccccc1)c1ccccc1 (stereo not drawn),-3,2.3
O=C(CC[C@H]1O[C@@H](n2ccc(=O)[nH]c2=O)[C@H](O)[C@@H]1O)NCc1cccc2ccccc12,0,-2.3
Cc1cccc(COC[C@H](Cc2ccccc2)N2CCN(C(=O)c3cccc(C)c3)CCC2=O)c1,-2,0.5
CC1(C(=O)NC2CCCC2)CCC(=O)N1CCOc1ccccc1 (stereo not drawn),0,0.6
O=C(Nc1ccc(Cl)cc1)c1nc[nH]c1C(=O)Nc1ccccc1F,-2,2.8
O=C(NCc1ccccc1)C(c1ccc(-c2ccccc2)cc1)N1CCN(CCN2CCOCC2)CC1 (stereo not drawn),-5,-2.6
CN(Cc1cnn(-c2ccc(F)cc2)c1)C(=O)[C@H]1O[C@@H](n2ccc(N)nc2=O)[C@H](O)[C@@H]1O,1,3.5
O=C1NC[C@H](CCCCN2C[C@H](Cc3ccc(O)cc3)N(Cc3ccccc3)C(=O)C2=O)N(CCc2ccccc2)C1=O,-5,3.4
Cc1ccc(C(O)c2ncc(-c3ccc(Cl)cc3)[nH]2)cc1 (stereo not drawn),-2,2.6
O=C(N[C@H](Cc1ccccc1)C(=O)NCc1cccc2ccccc12)[C@H]1O[C@@H](n2ccc(=O)[nH]c2=O)[C@H](O)[C@@H]1O,-3,2.0
CC(C)CC#Cc1ccc2c(c1)O[C@H](CN(C)C(=O)Cc1ccncc1)[C@H](C)CN([C@H](C)CO)S2(=O)=O,-6,0.1
COc1cc(C(O)c2nc(-c3ccncc3)cs2)ccc1F (stereo not drawn),2,-0.5
CC(C)(C)c1cc(NC(=O)C2(C)CCN2C(=O)C2(c3ccccc3)CCCC2)no1 (stereo not drawn),-3,1.1
O=S(=O)(c1ccc(F)cc1)N1CCCc2nc(-c3ccccc3)ccc21,6,2.1
CC(C)c1ccc(Nc2ncc3c(n2)CCN(C(=O)NC2CCCCC2)C3)cc1,-2,2.2
C[C@@H]1CN([C@@H](C)CO)C(=O)CCCn2nncc2CO[C@@H]1CN(C)C(=O)Nc1ccc(N2CCCCC2)cc1,4,4.6
C[C@H](CO)N1C[C@H](C)[C@H](CN(C)Cc2cccc(O)c2)OCc2ccccc2-c2c(n(C)c3ccccc23)C1=O,-1,3.4
O=C(NCC[C@@H]1CC[C@@H](NS(=O)(=O)Cc2ccccc2)[C@@H](CO)O1)C1CC1,0,3.0
Clc1cccc(Cc2c(-c3ccco3)nc3c4ccccc4ccn23)c1,-25,1.0

# For convenience, 2 of the compounds above.
SMILES,Wnt bcat act,phage Ecoli inh
O=C(NCC[C@@H]1CC[C@@H](NS(=O)(=O)Cc2ccccc2)[C@@H](CO)O1)C1CC1,0,3.0
Clc1cccc(Cc2c(-c3ccco3)nc3c4ccccc4ccn23)c1,-25,1.0

# Additional structures
SMILES,Wnt bcat act,phage Ecoli inh
S=C1SCN(Cc2ccccc2)CN1Cc1ccco1,-1,3.2
COc1ccc(Cc2c(-c3ccc(C#N)cc3)nc3c4ccccc4ccn23)c(C)c1,1,2.3
COC[C@H]1CCCN1c1ccc2c(c1)O[C@@H](COCc1ccccc1)CN([C@@H](C)c1ccccc1)S2(=O)=O,-2,1.0
COC(=O)[C@]12C[C@H](CC(=O)NCC3CCCCC3)C(=O)N(CCc3ccc(OC)c(OC)c3)C1=C[C@H](C(C)(C)C)O[C@@H]2C,-1,-0.8
O=C(NCCO)c1ccc(-c2ccc3nncn3c2)cc1,-1,-1.5
COc1ccc(NC(=O)C2(C)CCN2CCOc2ccccc2)cc1OC (stereo not drawn),-2,2.3
Cc1ccc(NC(=O)Nc2nnc([C@H]3C[C@H](O)[C@@H](CO)O3)s2)cc1,-3,1.2
CC1(C(=O)NCc2ccco2)Cc2c(-c3ccc4c(c3)OCO4)ccnc2O1 (stereo not drawn),-17,2.5
COc1cccc(CNc2nc3cc(-c4cccc(OC)c4)sc3c(=O)n2C)c1,13,1.9
CC(C)C(N)c1csc(Nc2cc(Oc3ccccc3)ncn2)n1 (stereo not drawn),-1,-0.2
Cc1ccc(SC2=C[C@@]3(O)CC[C@@H](O)[C@@](Sc4ccc(C)cc4)(C2=O)[C@H]3O)cc1,3,3.6
CCc1c(-c2ccccc2OC)ncn1Cc1cccc(-c2ccccc2)c1,-9,-0.3
COCCN(CCOC)Cc1cc(=O)oc2cc(C)c(C)cc12,-2,2.5
COc1ccc(S(=O)(=O)N2C[C@H]3CON(C)[C@H]3C[C@H]2c2ccc(-c3cc4ccccc4o3)cc2)cc1,-4,-0.6
COc1ccc([C@H]2C[C@@H](O)[C@H](n3cc(COC(=O)c4ccccc4)nn3)CN2CC2CCCCC2)cc1,-7,4.6
CC1(C)OC(=O)C2=C(C[C@@H](C3CCCCC3)O[C@H]2c2ccc(Cl)cc2)O1,-14,1.2
COC(=O)[C@]12CCCCC=C1N(Cc1ccc(Cl)cc1Cl)C(=O)[C@H](CC(=O)N1CCCCC1)C2,-3,3.7
CC1(C)CC(=O)C=C(c2ccc(-c3ccc4[nH]ccc4c3)cc2)C1=O,0,1.2
CCCNC(=O)C1(C)CCCN(Cc2noc(-c3c(C)noc3C)n2)C1 (stereo not drawn),-1,2.3
CNc1ncnc2c1ncn2[C@H]1CN(Cc2cccnc2)C[C@@H](CO)O1,-6,2.9

# Compounds above that contain fluorine:
SMILES,Wnt bcat act,phage Ecoli inh
CCc1c(-c2ccc(F)cc2F)ncn1CCc1ccccc1OC,-1,1.5
CC1(C(=O)NS(=O)(=O)c2ccc(F)cc2F)CCN1C(=O)c1ccc(C2CCCCC2)cc1 (stereo not drawn),2,2.7
O=C(Nc1ccc(Cl)cc1)c1nc[nH]c1C(=O)Nc1ccccc1F,-2,2.8
CN(Cc1cnn(-c2ccc(F)cc2)c1)C(=O)[C@H]1O[C@@H](n2ccc(N)nc2=O)[C@H](O)[C@@H]1O,1,3.5
COc1cc(C(O)c2nc(-c3ccncc3)cs2)ccc1F (stereo not drawn),2,-0.5
O=S(=O)(c1ccc(F)cc1)N1CCCc2nc(-c3ccccc3)ccc21,6,2.1

# (cont.)
SMILES,Wnt bcat act,phage Ecoli inh
O=C(/C=C/[C@H]1O[C@@H](n2cnc3c(NC(=O)c4ccccc4)ncnc32)[C@H](O)[C@@H]1O)NCc1cccc2ccccc12,-3,5.1
CCCCC(=O)N(C)c1c(CC)nc2c(OCc3cccc(Cl)c3)cccn12,-3,1.4
COCCNC(=O)c1ccc(N2CC3CC(C2)c2cccc(=O)n2C3)c(NC(=O)c2ccccc2Cl)c1 (stereo not drawn),-2,2.3
O=C(Nc1cccc([N+](=O)[O-])c1)OCc1ccc2c(c1)OCO2,6,4.5
CC1C(=O)N(Cc2cn(Cc3ccco3)nn2)CCS(=O)(=O)N1Cc1ccc(-c2ccc(F)cc2)cc1 (stereo not drawn),-3,3.9
COc1ccc(-c2cc(NC(C)=O)c3ncc(-c4ccc(OC)c(OC)c4)n3c2)cc1OC,0,2.5
CC(C)c1ccc(CN2CCC2(C)C(=O)Nc2cccc(Oc3ccccc3)c2)cc1 (stereo not drawn),-1,2.4
COc1ccc(F)cc1-c1cc(C(=O)Nc2ccc(C)c(NS(C)(=O)=O)c2)[nH]n1,-2,3.9
COCCNC(=O)C1CCCN(C(=O)c2cc(-c3ccccc3)cs2)CC1 (stereo not drawn),9,1.8
COC(=O)[C@@]12C[C@@H](CC(=O)NCc3cccs3)C(=O)N(Cc3ccc4c(c3)OCO4)C1=CCC(C)(C)C2,-3,0.7
CNC(=O)C1(C)Cc2c(-c3ccc(NC(C)=O)cc3)ccnc2O1 (stereo not drawn),0,4.0
CC1(C(=O)NS(=O)(=O)c2ccc(Cl)cc2)CCN1C(=O)COc1ccc(Cl)cc1 (stereo not drawn),0,-0.4
CC1(c2cccc(N)c2)OCCO1,-6,2.1
N#Cc1cc2cc3c(cc2nc1Cl)OCCO3,6,0.8
Cn1ccc2c(-c3ccc4c(c3)OCCO4)cc3c(c21)C1CCC3C1 (stereo not drawn),-14,1.2
O=C(Nc1ccc2nc(C(F)(F)F)[nH]c2c1)[C@@H]1O[C@H](CO)[C@@H](O)[C@H]1O,0,2.9
COc1ccccc1-c1cnc(C(O)c2ccccc2)[nH]1 (stereo not drawn),3,0.6
Nc1ccn([C@@H]2O[C@H](CNCC3=CCOc4ccc(O)cc43)[C@@H](O)[C@H]2O)c(=O)n1,-1,5.1
CC(=O)N1Cc2cc(C(=O)NCc3cccc(F)c3)nc(-c3cccc(C4=CCCC4)c3)c2[C@H]1CCO,-2,0.7
C[C@@H]1CN([C@H](C)CO)C(=O)CCCn2cc(nn2)CO[C@H]1CN(C)S(=O)(=O)c1cccc(F)c1,-2,-0.1
COC(=O)C[C@@H]1CC[C@@H](NC(C)=O)[C@@H](CO)O1,-2,4.0
CC(C)c1ccc(NC(=O)C2Cc3c(-c4ccc(Cl)cc4)ccnc3O2)cc1 (stereo not drawn),-3,3.8
C=CCC[C@@H](CCCCC)OC(=O)/C=C/[C@H](O)[C@@H](O)C[C@@H](O)CC=C,2,-0.1
N#CC1=C2CCCCC2(O)NC1=O (stereo not drawn),-4,2.7
CCc1nc2ccc(C(=O)NCCc3c[nH]c4ccccc34)cn2c1N(C)Cc1ccc(N(C)C)cc1,-4,2.4
COc1ccc(C2OC(CCc3ccccc3)Cc3[nH]c(=S)[nH]c(=O)c32)cc1 (stereo not drawn),-5,0.1
O=C(CCNC(=O)c1ccccc1Cl)Nc1ccc2c(c1)OCCO2,6,4.0
CSc1ccc(NC(=O)C2(C)CCN2C(=O)Cc2ccc(C(C)(C)C)cc2)cc1 (stereo not drawn),-1,0.6
Cc1ccc(S(=O)(=O)N2C[C@H]3[C@H]4C(=O)N(Cc5ccccc5)C(=O)[C@H]4CC(=O)[C@H]3[C@@H]2c2ccccc2Cl)cc1,-3,0.5
Fc1cccc(Cc2c(-c3cccc(Cl)c3)nc3ccc(Cl)cn23)c1,-2,4.9
COc1ccc(C(NC(=O)C2CCN(CCOc3ccccc3)CC2)c2ccccn2)cc1 (stereo not drawn),-3,2.8
CC(N)c1csc(Nc2cc(Oc3ccccc3)ncn2)n1 (stereo not drawn),3,0.9
C[C@@H]1CN([C@H](C)CO)C(=O)CCCn2nncc2CO[C@H]1CN(C)CC1CC1,0,3.4
CC(=O)Nc1ccc(NC(=O)C2Cc3c(-c4cccc(NC(C)=O)c4)ccnc3O2)cc1 (stereo not drawn),-3,3.8
COc1ccccc1-c1ccc2c(c1)O[C@@H](CN(C)C(=O)Nc1cccc(F)c1)[C@H](C)CN([C@H](C)CO)S2(=O)=O,-3,1.7
O=C(NCc1ccco1)c1ccc2sc([C@@H]3O[C@H](CO)[C@@H](O)[C@H]3O)nc2c1,-1,0.7
